Source: PubChem
TAAR1 antagonist = antagonists of human TAAR1; Q96RJ0; CHO RD-HGA16 TAAR1, Fluo-8 calcium fluorescence, antagonist; inhibition, % at 3 µM; 360,000 compounds, 1.5% hits;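 active = inhibition above a per-plate cutoff, the mean inhibition of test compounds on that plate plus 3 SD, cut at about 49% in these data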;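 note: 0% = DMSO plus EC80 beta-PEA response and 100% = DMSO alone without agonist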
Target sequence (Q96RJ0 whole entry, looked up): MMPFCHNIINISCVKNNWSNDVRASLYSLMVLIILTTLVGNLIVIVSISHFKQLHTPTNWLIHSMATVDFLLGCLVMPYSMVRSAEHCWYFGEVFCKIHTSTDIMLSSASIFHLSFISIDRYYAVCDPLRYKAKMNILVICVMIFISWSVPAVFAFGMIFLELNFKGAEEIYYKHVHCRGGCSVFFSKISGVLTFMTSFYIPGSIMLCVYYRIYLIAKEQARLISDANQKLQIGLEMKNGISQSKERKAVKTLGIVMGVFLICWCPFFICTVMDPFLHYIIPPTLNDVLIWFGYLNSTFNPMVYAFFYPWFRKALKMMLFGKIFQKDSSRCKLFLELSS
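Test system – hTAAR1-expressing CHO RD-HGA16 cells, Gα16-coupled · Also added – β-PEA at EC80 concentration, post-compound challenge · Compound – 3 µM, single point · Incubation – dye loading 75 min at 37 °C, then 30 min room temperature · Measured by – Fluo-8 intracellular calcium dye fluorescence, real-time kinetic reads · Benchmarks – vehicle and agonist controls · Replicates – singlicate, one well per test compound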
TAAR1 ag = human TAAR1 agonism. Q96RJ0. CHO RD-HGA16 TAAR1, Fluo-8 calcium fluorescence; vehicle wells 0%, saturating PEA agonist 100%. activation, % at 3 µM. 360,000 compounds, 0.99% hits. AID 624467;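 active = activation above the mean activation of all test compounds in the run plus 3 SD, cut at about 38% in these data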
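Assay system: CHO-derived RD-HGA16 cells with stable Gα16 and human TAAR1; timing: 17-24 h seeding, 75 min 37 °C dye, 30 min RT; read-out: % activation from peak over basal fluorescence ratio, DMSO-to-PEA scaled; measured by: kinetic Fluo-8 calcium fluorescence; benchmarks: low control DMSO, high control PEA (EC100); doses: 3 µM single concentration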
* marks the source's active call; other numbers are inactive results.

SMILES	TAAR1 antagonist	TAAR1 ag
COC(=O)C1=CN(c2c(C)cc(C)cc2C)C(N)=C(C#N)C1c1cccc(F)c1 (configuration not stated)	20	7
Cc1[nH]nc2c1C(c1ccccc1)N(c1ccccc1)C2=O (configuration not stated)	-12	0
O=C1c2c(-c3ccc(Br)cc3)noc2CCN1Cc1cn(Cc2cccnc2)nn1	-21	0
COc1ccc(C(=O)NCC2CCN(C(=O)C(=O)c3cc4ccccc4o3)CC2)cc1	16	-1
Cc1ccc2nc(-c3ccco3)c(Cc3ccsc3)n2c1	0	2
O=C1Nc2c(Cl)cc(Cl)cc2C12Nc1ccccc1S2 (configuration not stated)	-3	-1
N#Cc1ccc(OCCCN2CCC(C(O)(C3=CCCC3)c3ccccc3)CC2)cc1 (configuration not stated)	3	19
COc1ccc(CN2C(=O)CCC2(C)c2nnnn2C2CCCCC2)cc1 (configuration not stated)	-4	6
C[C@@H]1CN([C@H](C)CO)C(=O)c2cc(Br)cnc2O[C@H]1CN(C)C(=O)c1ccc(F)cc1	-12	1
CCNC(=O)N1CCN(c2ccc(N3CCN(C(=O)NCC)[C@@H](C)C3)c(C)c2)[C@H](C)C1	-23	0
CCCCS(=O)(=O)N1CCCc2nc(-c3ccc(F)cc3)ccc21	17	-1
CC(C(=O)NC1CCCC1)n1c(C2CC2)nc2ccccc21 (configuration not stated)	-17	5
CC(=O)C[C@@H]1OC[C@H](C)N1S(=O)(=O)c1ccc(C)cc1	-22	1
COC(=O)Cc1nnn2c1[C@H](C)[C@H](C(C)(C)C)OCC2	-14	4
Cc1ccccc1C(=O)N[C@@H](CC(C)C)C(=O)N1CCC[C@H]1C(=O)NCc1ccccc1	-12	0
C=CC1=CCN(S(=O)(=O)C(C)(C)C)[C@@H]1CCO	-21	4
O=C(NCc1ccccc1)[C@@H]1CCCN1C(=O)[C@H]1CCCN1C(=O)c1ccc(F)cc1F	-19	0
CCOC(=O)N1CCN(C(C(=O)NC2CCCC2)c2cccc(OC)c2OC)CC1 (configuration not stated)	-12	2
CC1(C)CC(=O)C=C(c2ccccc2-c2ccc3c(c2)OCO3)C1=O	-2	-1
C[C@H](CO)N1C[C@H](C)[C@H](CN(C)Cc2ccc(F)cc2)Oc2ncc(Br)cc2C1=O	-9	2

Twelve compounds out of the list, ordered by molecular weight, rising.
SMILES	TAAR1 antagonist	TAAR1 ag
COC(=O)Cc1nnn2c1[C@H](C)[C@H](C(C)(C)C)OCC2	-14	4
Cc1ccc2nc(-c3ccco3)c(Cc3ccsc3)n2c1	0	2
CC(C(=O)NC1CCCC1)n1c(C2CC2)nc2ccccc21 (configuration not stated)	-17	5
O=C1Nc2c(Cl)cc(Cl)cc2C12Nc1ccccc1S2 (configuration not stated)	-3	-1
CC1(C)CC(=O)C=C(c2ccccc2-c2ccc3c(c2)OCO3)C1=O	-2	-1
CCCCS(=O)(=O)N1CCCc2nc(-c3ccc(F)cc3)ccc21	17	-1
COc1ccc(CN2C(=O)CCC2(C)c2nnnn2C2CCCCC2)cc1 (configuration not stated)	-4	6
N#Cc1ccc(OCCCN2CCC(C(O)(C3=CCCC3)c3ccccc3)CC2)cc1 (configuration not stated)	3	19
COc1ccc(C(=O)NCC2CCN(C(=O)C(=O)c3cc4ccccc4o3)CC2)cc1	16	-1
Cc1ccccc1C(=O)N[C@@H](CC(C)C)C(=O)N1CCC[C@H]1C(=O)NCc1ccccc1	-12	0
O=C(NCc1ccccc1)[C@@H]1CCCN1C(=O)[C@H]1CCCN1C(=O)c1ccc(F)cc1F	-19	0
C[C@H](CO)N1C[C@H](C)[C@H](CN(C)Cc2ccc(F)cc2)Oc2ncc(Br)cc2C1=O	-9	2

(cont.)
SMILES	TAAR1 antagonist	TAAR1 ag
O=C(NC1CCCC1)N[C@@H]1CC[C@@H](CC(=O)N2CCOCC2)O[C@@H]1CO	-7	1
CCc1c(-c2ccc(Cl)cc2)ncn1Cc1cccc(-c2ccccc2)c1	-10	2
CC(C)N(c1cc(=O)nc2ccccn12)C(C)C	10	0
COC(=O)N(C)C[C@H]1OCc2cn(nn2)CCCC(=O)N([C@H](C)CO)C[C@@H]1C	-14	0
COc1ccc(CN(C)C(=O)[C@@H](Cc2ccccc2)NC(=O)[C@H]2O[C@@H](n3ccc(N)nc3=O)[C@H](O)[C@@H]2O)cc1OC	-13	-1
CC(C)c1[nH]nc2c1C(c1ccc(Br)cc1)NC2=O (configuration not stated)	-19	2
C[C@@H]1CN([C@@H](C)CO)C(=O)CCCn2cc(nn2)CO[C@H]1CN(C)C(=O)c1ccccc1	-6	1
CSCc1cc(C(=O)NC2CC2)c(N)s1	-18	6
CCOC(=O)N1CCN(C(=O)C[C@H]2C[C@@]3(C(=O)OC)C(=C[C@H](C4CCCC4)O[C@@H]3C)N(Cc3ccccc3)C2=O)CC1	-6	-1
CN(C(=O)c1ccc(NC(=O)Cc2cccc(NC(=O)C3CCN(C(=O)CCc4ccccc4)CC3)c2)cc1)C1CC1	-22	2
CCCCNC(=O)C(NC(=O)Cc1cc(C(F)(F)F)cc(C(F)(F)F)c1)C(=O)c1ccccc1 (configuration not stated)	-11	1
COC(=O)Cc1nnn2c1[C@H](C)[C@H](c1ccccc1[N+](=O)[O-])OCC2	52*	1
COCCCNC(=O)C[C@@H]1C[C@@]2(C(=O)OC)CC(C)(C)CC=C2N(Cc2ccccc2)C1=O	-22	3
Cc1cccc(C)c1NC(=O)C(c1ccccc1)N1CCC(c2ccccc2)CC1 (configuration not stated)	-2	0
Cc1cccc2ccccc12	-15	3
CN(C)C(=O)C[C@@H]1CC[C@@H](NC(=O)C2CCC2)[C@@H](CO)O1	0	0
COc1ccc2c(c1)[C@@H](NC(=O)C(F)(F)F)[C@@H]1CCCC[C@]21c1ccccc1	24	0
OCC1COC(c2ccccc2)=N1 (configuration not stated)	-14	39*
Cc1nnc(-n2cccc2)s1	3	1
Nc1[nH]c(C(=O)c2ccccc2)c(-c2ccccn2)c1C(=O)c1c[nH]c2ccccc12	-12	1
CN1C(=O)[C@@]2(C3=C(CCCC3=O)OC3=C2C(=O)CC(C)(C)C3)c2ccccc21	-18	0
CSc1nc(NCCCN(C)C)c2c3c(sc2n1)CN(C)CC3	-1	0
CC(C)[C@@H](C)/C=C/[C@@H](C)[C@H]1CC[C@@H]2[C@]1(C)CCC1[C@]23C=C[C@]2(C[C@@H](O)CC[C@]12C)N(c1cnccn1)O3 (some centres not stated)	-11	2
CN1CCN(C(=O)C[C@@H]2CC[C@@H]3[C@H](COC[C@@H](O)CN3Cc3cccc(Cl)c3)O2)CC1	-34	1
CC(C)(C)NC(=O)C(c1cccc2ccccc12)n1c(=O)c(-c2ccccc2)nc2ccccc21 (configuration not stated)	-29	-1
O=C(N[C@H](C(=O)N1CCC[C@H]1C(=O)NCCc1ccccc1Cl)C1CCCCC1)c1ccc(Cl)c(Cl)c1	-1	4
CCCCCCCCN1C(=O)[C@H](CC(=O)NCCCCc2ccccc2)C[C@@]2(C(=O)OC)CC(C)(C)CC=C12	-17	-1
CC(C)C[C@H]1COc2cccc(NCCO)c2S(=O)(=O)N1	-5	2
CCCCCCCCN1C(=O)[C@H](CC(=O)NCCCN2CCCC2=O)C[C@@]2(C(=O)OC)CC(C)(C)CC=C12	-15	16
CC(C)(C)NC(=O)C(C1CC1)n1c(=O)c(-c2ccco2)nc2ccccc21 (configuration not stated)	-12	0
CC(C)C[C@H]1COc2cc(Br)ccc2S(=O)(=O)N1Cc1ccc(Cl)cc1	-17	3
CN1C(=O)C(c2cn(C)c3ccccc23)(c2cn(C)c3ccccc23)c2cc(F)ccc21	-42	3
COC(=O)C1(C(=O)OC)C2CCCCC2N(S(=O)(=O)c2ccc(C)cc2)[C@@H]1CC(C)=O (some centres not stated)	11	-1
Nc1[nH]c(C(=O)c2ccccc2)c(-c2ccccc2Br)c1C(=O)c1cccs1	17	-1
Cc1nc2ccc(C(=O)N3c4ccccc4N=C(c4ccc(C(F)(F)F)cc4)C3C(=O)NC(C)(C)C)cc2[nH]1 (configuration not stated)	-16	-2
Cc1cc2c(nc1C)CCCN2S(=O)(=O)c1c(C)noc1C	-13	2
COC(=O)N1C[C@H](OC(=S)Nc2ccc(OC)cc2OC)[C@H]2C[C@@H]1c1ccccc1O2	-59	1
CC(C)C[C@@H]1COc2cc(NCCCN3CCOCC3)ccc2S(=O)(=O)N1	-7	9
COC(=O)c1ccc2nc(C3CCCCC3)c(Cc3ccccc3OC)n2c1	-4	0
COC(=O)C1=CN(c2ccc(C(C)(C)C)cc2)C(N)=C(C#N)C1c1ccc(OC)cc1 (configuration not stated)	-18	0
CCN(CC)C(=O)c1ncn2c1C(=O)NC[C@H]2C	-17	2
COc1ccc(CCN2CC(=O)N3CCc4ccc(N5CCOCC5)cc4C3CC2=O)cc1OC (configuration not stated)	-28	8
Cc1ccc(S(=O)(=O)NCC2CCN(C(=O)C(=O)c3cccs3)CC2)cc1	-12	2
CCCCN1CC(COCc2ccccc2)Oc2cccc(NCc3cc(OC)c(OC)c(OC)c3)c2S1(=O)=O (configuration not stated)	42	4
CCOC(=O)C1=CCN(S(=O)(=O)c2cccc(Cl)c2)C1c1ccc(Cl)cc1 (configuration not stated)	20	1
O=S1(=O)c2ccc(Br)cc2OC2CCCC[C@@H]2N1Cc1ccccc1 (some centres not stated)	10	0
CC(C)(C)NC(=O)C(c1ccncc1)n1c(=O)c(-c2ccccc2)nc2ccccc21 (configuration not stated)	-25	2
CCCCNC(=O)c1nc(C2CCN(S(=O)(=O)c3c(OC)cccc3OC)CC2)oc1-c1ccccc1	3	2
CCc1ccc(C2=CC(=O)CC(C)(C)C2=O)cc1	-8	-1
O=S(=O)(N[C@@H]1CC[C@H](CCNS(=O)(=O)c2ccccc2Cl)O[C@@H]1CO)c1ccccc1	0	4
CN(C)C(=O)N1CCN(C(=O)[C@H](CCc2ccccc2)NC(=O)[C@H]2O[C@@H](n3cnc4c(N)ncnc43)[C@H](O)[C@@H]2O)CC1	-5	1
C=CS(=O)(=O)N(C(=C)C(=O)OC)S(C)(=O)=O	-9	13
CC(=O)N1C[C@@H](CO)[C@@H](N(C)C(=O)C(C)(C)C)C[C@H]1c1ccccc1Br	-18	4
COC(=O)C1=C(C)N(C)C(=NCc2ccc3c(c2)OCO3)NC1c1cccc(F)c1 (configuration not stated)	-9	1
CC(C)NC(=O)C1C(c2ccc(C(F)(F)F)cc2)=Nc2ccccc2N1C(=O)c1cc2ccccc2[nH]1 (configuration not stated)	-10	-1
CCCCCNC(=O)C(c1cc2ccccc2o1)n1c(=O)c(-c2ccco2)nc2ccccc21 (configuration not stated)	-53	3
Cc1ccc(S(=O)(=O)N2[C@@H](CO)CO[C@H]2CC(=O)c2ccc(F)cc2)cc1	-37	3
COC(=O)[C@]12C[C@H](CC(=O)NCc3cccc(C(F)(F)F)c3)C(=O)N(CCC3=CCCCC3)C1=C[C@H](COCc1ccccc1)O[C@@H]2C	-21	0
O=C(NCc1ccccc1)C(C1CC1)n1c(=O)c(-c2cc3ccccc3[nH]2)nc2ccccc21 (configuration not stated)	-2	1
CO[C@@H]1CN(C)C(=O)c2cc(NC(=O)Nc3ccc(Cl)cc3)ccc2OC[C@H](C)NC[C@H]1C	5	2
The results go on:
SMILES	TAAR1 antagonist	TAAR1 ag
C[C@H]1[C@@H]2C[C@@]3(O[C@H](c4ccccn4)N=C3C[C@@H]1c1ccccc1)N(Cc1ccncc1)C2=O	-2	5
COC(=O)[C@@]12C[C@@H](CC(=O)N3CCSCC3)C(=O)N(Cc3cccc4ccccc34)C1=CCC(C)(C)C2	-9	0
O=C1Nc2ccccc2-n2nnnc2C1N1CCN(c2ccc(C(F)(F)F)cc2[N+](=O)[O-])CC1 (configuration not stated)	-14	29
COC(=O)C[C@@H]1OC[C@H](C)N1S(=O)(=O)c1ccc(C)cc1	-14	3
COCC#Cc1ccc2c(c1)O[C@H](CN(C)C(=O)c1ccccc1)[C@@H](C)CN([C@H](C)CO)S2(=O)=O	-26	1
CCOC(=O)C1=CCC(c2ccc([N+](=O)[O-])cc2)N(S(=O)(=O)c2ccc(C)cc2)C1 (configuration not stated)	20	-1
OC1(C#Cc2c(-c3ccsc3)sc3ccccc23)CCCCC1	9	2
C=CCN=C1NC(c2ccccc2)C(C(=O)OC)=C(C)N1Cc1ccccc1C(F)(F)F (configuration not stated)	-21	10
COC(=O)C1=C(C)N(Cc2cccc(C(F)(F)F)c2)C(=NCC2CC2)NC1c1ccccc1C(F)(F)F (configuration not stated)	15	9
COC(=O)c1cc2c(c3c4cc(OC)ccc4n(S(=O)(=O)c4ccc(OC)cc4)c13)C(=O)N(C)C2	-2	1
O=C(C[C@H]1CC[C@@H]2[C@H](COC[C@@H](O)CN2Cc2ccc(Cl)cc2)O1)NCCc1ccccc1	-17	1
C[C@H](O)[C@@H]1C(=O)N2CCc3c([nH]c4cccc(-c5ccccc5)c34)[C@@H]2C[C@@H]1N(C)C(=O)c1ccccc1	-13	1
COC(=O)C1=C(C)N(Cc2ccccc2C(F)(F)F)C(=NCc2ccccc2C(F)(F)F)NC1c1ccc(Cl)cc1 (configuration not stated)	-25	1
CCC(C(=O)NC(C)(C)C)n1c(-c2ccc3c(c2)OCO3)nc2ccccc21 (configuration not stated)	-14	-1

The list is partial; count on the stated rates, not on these rows.
